NR2E3 ag-1: activates human NR2E3 receptor; Q9Y5X4; CHO-S Gal4-NCOR/VP16-NR2E3 two-hybrid, luciferase; inhibition of corepressor binding, % at 3.98 µM; 360,000 compounds, 0.35% hits; AID 602229;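 active = inhibition above the mean of all tested compounds plus 3 SD, cut at about 70% in these data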;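 note: 0% = DMSO with NR2E3 transfected cells and 100% = cells lacking NR2E3 construct; higher means lower luciferase signal from less NR2E3 corepressor binding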
Target sequence (Q9Y5X4 whole entry, looked up, the tested form may be a part): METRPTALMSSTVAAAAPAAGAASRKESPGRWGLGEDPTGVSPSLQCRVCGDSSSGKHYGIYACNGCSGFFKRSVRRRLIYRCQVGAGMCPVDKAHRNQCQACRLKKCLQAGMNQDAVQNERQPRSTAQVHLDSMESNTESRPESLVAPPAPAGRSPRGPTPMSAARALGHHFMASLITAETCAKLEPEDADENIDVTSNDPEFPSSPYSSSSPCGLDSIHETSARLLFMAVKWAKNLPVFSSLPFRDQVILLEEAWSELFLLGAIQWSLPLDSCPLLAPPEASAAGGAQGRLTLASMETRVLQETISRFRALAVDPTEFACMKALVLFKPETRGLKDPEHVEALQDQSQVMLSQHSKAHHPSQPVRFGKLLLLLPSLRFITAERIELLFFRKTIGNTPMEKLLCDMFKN
TRPM1 prom inh: inhibitors of MITF-driven TRPM1 promoter in melanoma cells; SK-MEL-5 TRPM1 promoter luciferase, 24 h; inhibition, % at 12.5 µM; 330,000 compounds, 0.83% hits;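 active = mean inhibition across replicates of 60% or more, whatever share of single replicates reaches that level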; note: values of inactives mirror those of a sister screen read the other way
Shn3 3UTR inh: Schnurri-3 reporter inhibition in Clone20 osteoblasts; inhibition, % at 12.5 µM; AID 588674; 360,000 compounds, 0.52% hits; Clone20 osteoblast Shn3 3'UTR firefly luciferase, 24 h;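 active = mean inhibition of at least 75% with every replicate also reaching 75%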;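 note: 0% = median of neutral control wells and 100% = pilot-screen positive control compound; some compounds past the cut are filed as inactive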
HIF-2a block: HIF-2a inhibition; 786-0 RCC cells HIF-2a reporter, luciferase luminescence, overnight; AID 624352; inhibition, % at 18.8 µM; 360,000 compounds, 0.72% hits;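 active = inhibition of the luminescence signal of 40% or more relative to plate controls, in a single-dose primary screen at 18.75 µM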
iPSC survival up: enhancers of human iPSC single-cell survival. hiPSC single-cell survival, ATPlite luminescence; 100% = ROCK inhibitor wells, 0% = DMSO. survival enhancement, % at 20 µM. 360,000 compounds, 0.044% hits; in the data active = survival enhancement above about 18%;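 note: cells exposed to compounds for 16 hours before the ATP read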
KKLEB cytotox: CF airway cell cytotoxicity counter-screen | KKLEB CF airway cells viability, ATPlite luminescence, overnight; hits give low values; cells stimulated with P. aeruginosa culture filtrate | activity change (cytotoxicity), % at 5 µM | 360,000 compounds, 0.36% hits;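 active = corrected activity change at or below -50% at 5 µM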
TWEAK-Fn14 inh: inhibitors of TWEAK-Fn14 interaction signaling; AID 1159606; 360,000 compounds, 2% hits; inhibition, % at 10 µM; TWEAK-stimulated Fn14 reporter cells, luciferase luminescence, 8 h; in the data active = inhibition above about 50%
CF NFkB inh: blocks PAF-induced NF-kB reporter in cystic fibrosis cells; KKLEB NF-kB-GFP reporter, GFP fluorescence overnight; inhibition, % at 5 µM; 360,000 compounds, 0.86% hits;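 active = at least 50% inhibition at 5 µM, scaled per plate between neutral and stimulator controls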;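 note: PAF is a Pseudomonas aeruginosa culture filtrate used as stimulus; plate controls were PAF-stimulated DMSO wells for no effect and unstimulated DMSO wells for full effect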
NR2E3 ag-2: activates human photoreceptor nuclear receptor NR2E3; Q9Y5X4; GST-NR2E3/biotin-RetCOR TR-FRET, 1536-well; inhibition of corepressor binding, % at 4.78 µM; 320,000 compounds, 0.12% hits; AID 2300;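 active = percent inhibition above the cutoff of mean plus 3 SD of all tested compounds, set per screening campaign, cut at about 20% in these data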;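 note: 0% = DMSO wells and 100% = biotin wells as full block of FRET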
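System: GST-NR2E3 and biotin-RetCOR proteins; probe or stimulus: 7 nM biotin-RetCOR; doses: compound at 4.8 µM, single dose; schedule: Compound–protein incubation for 5 h at 4 °C; detection: time-resolved FRET; read-out: percent inhibition; controls: biotin wells as high control, 0.6% DMSO wells as low control; format: 1536-well plates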
aDG glyco up: alpha-DG glycosylation activation. Pro5-aDG cells, alpha-DG glycosylation AlphaScreen (IIH6); 0% Pro5, 100% B10-LARGE cell signal. activation, % at 10 µM. 360,000 compounds, 0.22% hits. AID 624168;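 active = activation of at least 8% versus controls, or a plate z-score of at least 8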;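 note: Pro5 are CHO cells carrying HIG-tagged alpha-DG that lacks glycosylation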
Peg3 prom inh: inhibitors of Peg3 promoter. HeLa PEG-Prom luciferase reporter, luminescence, overnight. inhibition, % at 20 µM. 360,000 compounds, 1.7% hits;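 active = inhibition of at least 50% at 20 µM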
Numbers without * were called inactive; nt = not tested or not shown. Compounds as they come. About 4.4% of those tested had a hit in this group.

[1] CC1(C)CC(=O)C(C2C3=C(CC(C)(C)CC3=O)Oc3ccccc32)C(=O)C1 (centres undefined)
[2] Cc1cc2nc(-c3ccccn3)c(-c3ccccn3)nc2cc1C
[3] Cc1ccc(S(=O)(=O)NNC(=O)Nc2ccc(Cl)cc2)cc1
[4] Cc1ccc(NC(=O)CSc2n[nH]c(N)n2)cc1S(=O)(=O)N1CCOCC1
[5] O=C(NCCc1ccc(Cl)cc1Cl)c1cc([N+](=O)[O-])c[nH]c1=O
[6] COc1ccc(C)cc1-n1nnnc1SCC1CCCO1 (centres undefined)
compound no.,1,2,3,4,5,6
NR2E3 ag-1,-16,-47,22,-8,38,7
TRPM1 prom inh,1,-3,-3,-18,-5,6
Shn3 3UTR inh,-21,-25,-4,-1,-8,0
HIF-2a block,22,-127,18,9,-75,11
iPSC survival up,0.0,-0.6,1.1,-0.6,-0.6,-0.8
KKLEB cytotox,1,3,9,-24,-2,2
TWEAK-Fn14 inh,15,15,10,2,-5,-4
CF NFkB inh,9,-2,3,18,32,-1
NR2E3 ag-2,-1,nt,0,-1,0,0
aDG glyco up,-0.1,0.1,0.0,-0.2,0.0,0.0
Peg3 prom inh,14,-111,9,12,-21,9

[7] COc1cc(OC)cc(C(=O)NC(C(=O)Nc2ccc3c(c2)CCC3)C(C)C)c1 (centres undefined)
[8] COc1ccc(C(=O)Nc2ccccc2C(=O)N/N=C/c2ccncc2)cc1OC
[9] CC1CCN(C(=O)COC(=O)C23CC4CC(CC(O)(C4)C2)C3)CC1
[10] CCc1ccccc1N1CCN(S(=O)(=O)c2ccc(F)c(C)c2)CC1
[11] COCCN(C(=O)c1ccccc1OC)c1nnc(C)s1
[12] CCN1C(=O)S/C(=C/c2ccc(Sc3nc4ccccc4[nH]3)o2)C1=O
compound no.,7,8,9,10,11,12
NR2E3 ag-1,18,-33,-49,-28,-10,-5
TRPM1 prom inh,3,-40,-54,-2,24,6
Shn3 3UTR inh,11,-41,-27,22,4,54
HIF-2a block,8,-179,-115,23,17,-45
iPSC survival up,-0.8,-0.8,-1.1,-3.0,-0.3,2.4
KKLEB cytotox,9,-60*,6,-9,-5,-11
TWEAK-Fn14 inh,-17,9,-4,14,18,79*
CF NFkB inh,-39,12,1,11,7,8
NR2E3 ag-2,-1,6,-1,4,-3,-1
aDG glyco up,-0.3,0.5,0.0,0.1,0.1,1.7
Peg3 prom inh,10,-132,-131,0,8,-34

[13] CNc1c(N)c(=O)oc2ccccc12
[14] O=C(COC(=O)c1n[nH]c2ccccc12)Nc1ccccc1F
[15] Cc1ccc(OCC(=O)NNC(=O)C2CSC3(C)CCC(=O)N23)cc1 (centres undefined)
[16] CC(C)CCN(C(=O)c1csnn1)C(C(=O)NC1CCCC1)c1ccc(F)cc1 (centres undefined)
[17] CC(C)NC(=O)Cn1nnc(-c2cccc(NC(=O)c3ccccc3F)c2)n1
[18] COc1ccccc1CC1(C)C(=O)Nc2c(Cl)cccc21 (centres undefined)
compound no.,13,14,15,16,17,18
NR2E3 ag-1,-139,-122,-15,18,-2,-41
TRPM1 prom inh,13,-16,-2,-2,-9,nt
Shn3 3UTR inh,-22,-23,-5,4,2,1
HIF-2a block,-43,-244,2,12,1,-3
iPSC survival up,4.0,-2.0,0.0,0.6,-3.8,0.4
KKLEB cytotox,-4,-8,9,-4,3,4
TWEAK-Fn14 inh,25,-14,4,45,0,2
CF NFkB inh,-8,-9,3,5,7,-9
NR2E3 ag-2,1,nt,1,1,-1,nt
aDG glyco up,-0.5,0.1,-0.3,-0.1,0.2,0.0
Peg3 prom inh,0,-246,8,7,-5,3

[19] O=C(O)C1CCCCC1C(=O)NCCCn1ccnc1 (centres undefined)
[20] CCOC(=O)C1CCN(c2c(N3CCCCCC3)c(=O)c2=O)CC1
[21] COc1cc(/C=N/Nc2nc3ccccc3o2)cc(OC)c1O
[22] O=C(CN(c1ccccc1Cl)S(=O)(=O)c1ccccc1)N/N=C/c1ccccc1C(=O)O
[23] CCNC(=O)CNC(=O)c1nn(Cc2ccccc2)c(=O)c2ccccc12
[24] O=S(=O)(c1ccc(Cl)cc1)N1CCC(c2nc3ccccc3[nH]2)CC1
compound no.,19,20,21,22,23,24
NR2E3 ag-1,2,-33,-75,-2,-12,-2
TRPM1 prom inh,0,5,-14,-8,13,16
Shn3 3UTR inh,10,-3,-53,2,-9,21
HIF-2a block,0,8,-113,18,6,24
iPSC survival up,4.7,-0.3,0.5,-0.3,1.3,0.0
KKLEB cytotox,0,-5,13,6,-11,-8
TWEAK-Fn14 inh,11,-1,-2,-13,14,-25
CF NFkB inh,5,15,-23,2,-8,11
NR2E3 ag-2,11,1,-4,5,1,1
aDG glyco up,0.0,0.0,-0.1,0.1,-0.2,0.4
Peg3 prom inh,9,5,-64,7,2,18

[25] Cc1cc(OCC(=O)Nc2ccccn2)c2c(C)cc(=O)oc2c1
[26] O=C(NCCS(=O)(=O)N1CCN(c2cccc(Cl)c2)CC1)c1ccco1
[27] CCOC(=O)c1sc2ncn(CC(=O)N(CC)CC)c(=O)c2c1C
[28] C/C(CCc1oc2c(Br)cc(Br)cc2c1-c1ccc(C)o1)=N\O
[29] Cc1cccc(C)c1NC(=O)c1csc(COCCO)n1
[30] COC(=O)Cn1c(=O)c2c(nc(Br)n2Cc2ccccc2Cl)n(C)c1=O
compound no.,25,26,27,28,29,30
NR2E3 ag-1,-13,10,-12,-17,-13,15
TRPM1 prom inh,-12,-8,3,1,nt,2
Shn3 3UTR inh,-6,7,6,-17,2,nt
HIF-2a block,-43,13,11,-6,20,14
iPSC survival up,0.3,0.2,-0.7,5.1,-3.7,3.4
KKLEB cytotox,2,-2,8,3,2,1
TWEAK-Fn14 inh,-42,13,-2,28,6,28
CF NFkB inh,-38,-2,-1,6,-10,8
NR2E3 ag-2,0,1,4,4,nt,0
aDG glyco up,0.0,0.0,-0.2,0.2,0.0,0.1
Peg3 prom inh,-40,9,-4,19,6,22

[31] COc1ccc(C2c3ccsc3CCN2C(=O)NC(C)(C)C)cc1 (centres undefined)
[32] CCCOc1ccc(CC(=O)NNC(=S)Nc2ccccc2)cc1Br
[33] O=C(Cn1cnc([N+](=O)[O-])n1)N/N=C/c1ccc2ccccc2c1
[34] COc1cc(S(=O)(=O)N(Cc2ccccn2)Cc2ccccc2Cl)ccc1-n1cnnn1
[35] CC(C)(C)NC(=O)c1ccccc1-c1nc(-c2ccccc2Cl)no1
[36] CC(C)c1ccc(NC(=O)C(=O)C2C(=O)Nc3ccccc32)cc1 (centres undefined)
compound no.,31,32,33,34,35,36
NR2E3 ag-1,28,8,-13,-20,-14,-9
TRPM1 prom inh,-7,-4,1,6,4,-1
Shn3 3UTR inh,-16,-8,-1,-2,-5,-19
HIF-2a block,14,-38,3,-3,-50,-102
iPSC survival up,-0.4,1.3,-0.4,0.2,5.1,2.7
KKLEB cytotox,6,11,4,-9,11,-4
TWEAK-Fn14 inh,-21,0,-15,-7,-20,2
CF NFkB inh,-8,-2,8,7,-10,-10
NR2E3 ag-2,6,3,0,6,-3,-2
aDG glyco up,0.1,0.3,0.3,-0.1,0.0,0.0
Peg3 prom inh,16,-17,0,6,-28,-80

[37] [O-]/[N+](=C\c1ccccc1)c1ccccc1
[38] Cc1ccc(-c2nnc(N3CCOCC3)c3ccccc23)cc1S(=O)(=O)N(C)C
[39] O=C(CNC(=O)[C@@H]1Cc2ccccc2CN1)NC1CCCC1
[40] O=C(NCCCN1CCN(c2cccc(Cl)c2)CC1)c1nc(-c2ccncc2)no1
[41] O=c1cc(-c2ccccc2Cl)oc2c(NS(=O)(=O)c3cccs3)ccc(O)c12
[42] CC12CN3CC(C)(CN(C1)C3c1ccc3c(c1)OCO3)C2 (centres undefined)
[43] CCOc1cccc(N2C(=O)CC(N3CCC(C(N)=O)(N4CCCCC4)CC3)C2=O)c1 (centres undefined)
[44] CCc1ccc(CCC(=O)Nc2ccc(Br)cc2)o1
[45] CC(=O)Nc1ccccc1-c1nc2ccc(C(=O)N3CCN(c4cc(C)ccc4C)CC3)cc2[nH]c1=O
compound no.,37,38,39,40,41,42,43,44,45
NR2E3 ag-1,-2,-9,-23,-20,-15,-19,-10,1,-4
TRPM1 prom inh,-50,1,-13,-8,1,3,4,-4,14
Shn3 3UTR inh,-5,27,-7,14,1,-21,3,-20,16
HIF-2a block,1,16,0,4,-12,12,12,-13,12
iPSC survival up,1.7,-0.4,-0.4,-0.1,-1.1,-1.1,2.7,-0.5,-1.0
KKLEB cytotox,2,-4,-13,-8,-15,-8,-10,4,-4
TWEAK-Fn14 inh,-18,-12,-5,-2,12,-2,9,2,20
CF NFkB inh,-3,11,15,-14,52*,18,-1,2,22
NR2E3 ag-2,4,nt,0,1,4,2,0,-7,-2
aDG glyco up,-0.1,0.2,0.3,0.4,0.1,-0.4,0.1,-0.1,0.8
Peg3 prom inh,-9,14,2,10,2,4,10,7,-45

Compounds from the list above that contain a nitro group on carbon (2):
[5] O=C(NCCc1ccc(Cl)cc1Cl)c1cc([N+](=O)[O-])c[nH]c1=O
[33] O=C(Cn1cnc([N+](=O)[O-])n1)N/N=C/c1ccc2ccccc2c1
compound no.,5,33
NR2E3 ag-1,38,-13
TRPM1 prom inh,-5,1
Shn3 3UTR inh,-8,-1
HIF-2a block,-75,3
iPSC survival up,-0.6,-0.4
KKLEB cytotox,-2,4
TWEAK-Fn14 inh,-5,-15
CF NFkB inh,32,8
NR2E3 ag-2,0,0
aDG glyco up,0.0,0.3
Peg3 prom inh,-21,0

Part of the list above in order of count of non-hydrogen atoms, rising.
[42] CC12CN3CC(C)(CN(C1)C3c1ccc3c(c1)OCO3)C2 (centres undefined)
[27] CCOC(=O)c1sc2ncn(CC(=O)N(CC)CC)c(=O)c2c1C
[17] CC(C)NC(=O)Cn1nnc(-c2cccc(NC(=O)c3ccccc3F)c2)n1
compound no.,42,27,17
NR2E3 ag-1,-19,-12,-2
TRPM1 prom inh,3,3,-9
Shn3 3UTR inh,-21,6,2
HIF-2a block,12,11,1
iPSC survival up,-1.1,-0.7,-3.8
KKLEB cytotox,-8,8,3
TWEAK-Fn14 inh,-2,-2,0
CF NFkB inh,18,-1,7
NR2E3 ag-2,2,4,-1
aDG glyco up,-0.4,-0.2,0.2
Peg3 prom inh,4,-4,-5

From PubChem BioAssay
